Glioma ERSR ind: qHTS for Inducers of the Endoplasmic Reticulum Stress Response (ERSR) in Human Glioma: qHTS; 0.02% of 420,000 active; U87-MG GRP78 promoter luciferase reporter, 16 h; Potency, µM, for inactives: top-dose activation, most hits filed as activators; also: potency is read from the fitted curve at half-maximal effect; series mostly up to about 76 µM; % of control where 0% means no effect; nearly all actives have a fitted effect of over 35% in size
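ERSR induction read as luciferase luminescence (Bright-Glo, 10 min at room temperature) in stably transfected human U87-MG glioma cells exposed to compounds for 16 h, using GRP78 as sensor.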
Vif-A3G inh: qHTS for Inhibitors of Vif-A3G Interactions: qHTS. HeLa A3G-eYFP + Vif (tagged APOBEC3G with the HIV-1 protein that degrades it), YFP fluorescence, overnight. Potency, µM (series often up to 46.1 µM), inactives show at the top dose activity, negative = active, most hits filed as inhibitors. 0.076% of 410,000 active;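 also: potency is read from the fitted curve at half-maximal effect; % is scaled to controls: 0 for no effect and ±100 for the full control effect; nearly all actives have a fitted effect of over 60% in size; hits raise eYFP signal because A3G escapes Vif-driven loss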
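Read-out is eYFP fluorescence (Ex 488/Em 500-530) from Vif-expressing HeLa A3G-eYFP cells; more signal means A3G escaped Vif-mediated degradation. Cells plated overnight, compound pinned in, incubated overnight at 37 deg C.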
Vif-A3F inh: qHTS for Inhibitors of Vif-A3F Interactions: qHTS | HeLa A3F-eYFP + Vif (tagged APOBEC3F with the HIV-1 protein that degrades it), YFP fluorescence increase | Potency, µM (series often up to 46.1 µM), inactives show top-dose activity, negative = active | 0.2% of 390,000 active | AID 602313, 2012; also: potency is read from the fitted curve at half-maximal effect; % of control where 0% means no effect; nearly all actives have a fitted effect of over 65% in size
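HeLa cells stably expressing Vif plus C-terminally eYFP-tagged A3F were seeded, incubated overnight at 37 deg C, dosed with compound, incubated overnight again at 37 deg C. Yellow fluorescence (Ex 488/Em 500-530) reported blocked Vif-mediated A3F-eYFP degradation.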
RXFP1 ag: qHTS Assay for Agonists of the Relaxin Receptor RXFP1. HEK293T-RXFP1 cAMP TR-FRET, 30 min; response scale: percent of porcine relaxin response, buffer zero. Potency, µM (series often up to 57.5 µM), for the others: top-dose activation, most hits filed as activators. 0.3% of 370,000 active. AID 2676, 2010; also: potency is read from the fitted curve at half-maximal effect; % is scaled to controls: 0 for no effect and ±100 for the full control effect; nearly all actives have a fitted effect of over 60% in size; many of its hits are not listed in these tables
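cAMP rise read by TR-FRET after 30 min, 37C compound exposure (up to 58 uM) in RXFP1-transfected HEK293 cells with Ro 20174 present. EC50 from Hill-equation fits, with 29 nM porcine relaxin as 100% and buffer as basal.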
USP1 inh: Inhibitors of USP1/UAF1: Primary Screen; Ubiquitin carboxyl-terminal hydrolase 1 (Homo sapiens), O94782; recombinant USP1/UAF1, Ub-Rhodamine cleavage fluorescence; Potency, µM (doses to about 57.1 µM), for inactives: at the top dose activity change, negative = inhibition, usual class: inhibitors; 0.23% of 390,000 active; AID 743255, 2014; also: potency is read from the fitted curve at half-maximal effect; % is scaled to controls: 0 for no effect and ±100 for the full control effect; nearly all actives have a fitted effect of over 60% in size; inactives centre near -12
Target sequence (O94782 whole entry, looked up): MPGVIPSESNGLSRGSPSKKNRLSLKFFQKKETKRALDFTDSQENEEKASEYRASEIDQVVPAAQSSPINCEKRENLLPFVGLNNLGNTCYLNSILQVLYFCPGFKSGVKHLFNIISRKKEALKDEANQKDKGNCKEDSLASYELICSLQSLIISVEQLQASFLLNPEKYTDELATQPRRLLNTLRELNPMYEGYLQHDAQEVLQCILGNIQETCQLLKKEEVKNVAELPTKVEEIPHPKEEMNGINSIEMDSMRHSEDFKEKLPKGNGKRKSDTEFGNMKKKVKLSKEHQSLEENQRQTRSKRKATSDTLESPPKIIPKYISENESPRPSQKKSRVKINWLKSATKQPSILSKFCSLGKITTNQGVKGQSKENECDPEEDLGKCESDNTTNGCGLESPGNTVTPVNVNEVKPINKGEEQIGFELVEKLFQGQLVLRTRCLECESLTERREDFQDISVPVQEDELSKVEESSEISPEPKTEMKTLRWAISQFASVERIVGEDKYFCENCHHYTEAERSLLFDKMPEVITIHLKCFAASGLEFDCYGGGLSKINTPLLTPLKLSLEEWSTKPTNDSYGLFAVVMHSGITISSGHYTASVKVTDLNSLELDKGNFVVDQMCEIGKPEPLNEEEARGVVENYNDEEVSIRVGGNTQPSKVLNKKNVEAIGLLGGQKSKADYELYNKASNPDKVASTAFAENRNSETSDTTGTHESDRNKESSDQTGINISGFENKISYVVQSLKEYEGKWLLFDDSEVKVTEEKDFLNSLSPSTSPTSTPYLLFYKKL
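USP1/UAF1 complex (1 nM) preincubated 15 min at room temperature with compound, then Ub-Rho substrate (150 nM final) added. Kinetic fluorescence at 480/540 nm over 6 reads at 60 s intervals; 50 mM HEPES pH 7.8, 0.5 mM EDTA, 0.1 mg/ml BSA, 1 mM TCEP, 0.01% Tween-20.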
PI4K2A block: qHTS for small molecular inhibitors of PI4K2A; Phosphatidylinositol 4-kinase type 2-alpha (Homo sapiens), Q9BTU6; purified PI4K2A, ADP-Glo luminescence, 1 h; active compounds read low; activity change, negative = inhibition, % at 76.9 µM; 0.13% of 420,000 active; AID 1346378, 2018; in the data active = activity change below about -50%; inconclusive = mostly about -30% to -49%;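 also: -100% = wells without enzyme as full effect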
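Compounds are screened against recombinant PI4K2A using PI as substrate and ATP, the latter dispensed at 300 microM. Reactions run one hour at ambient temperature before ADP-Glo detection; full inhibition defined by wells lacking enzyme.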
LDHA inh: qHTS assay for inhibitors of human lactate dehydrogenase; L-lactate dehydrogenase A chain (Homo sapiens), P00338; purified LDHA, NADH/diaphorase-resazurin fluorescence; active compounds read low; activity change, % (values are at about 110 or 230 µM); 0.15% of 480,000 active; in the data active = activity change below about -30%; inconclusive = mostly about -25% to -30%;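 also: plate controls were DMSO wells for no effect and wells without enzyme for full effect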
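Human LDH5 at 2 nM final in Tris HCl pH 7.4 with 0.06 mM NADH and 0.2 mM pyruvate, reacted 5 minutes at room temperature. Remaining NADH coupled via diaphorase/resazurin; resorufin fluorescence read at 0 and 20 minutes, normalized to enzyme-free and DMSO wells.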
IDH1 R132H inh: qHTS for Inhibitors of mutant isocitrate dehydrogenase 1 (IDH1): qHTS; 0.093% of 390,000 active; IDH1-R132H enzyme, NADPH consumption, diaphorase/resazurin fluorescence; AID 602179, 2012; Potency, µM (doses to about 76.6 µM), for inactives: at the top dose activity change, negative = inhibition, actives largely listed as inhibitors; also: potency is read from the fitted curve at half-maximal effect; % is scaled to controls: 0 for no effect and ±100 for the full control effect; nearly all actives have a fitted effect of over 65% in size
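IDH1-R132H (0.5 ug/mL dispensed) in pH 7.5 Tris buffer was preincubated 30 min with compound, then given a substrate mix of 0.016 mM NADPH and 2 mM alpha-KG for 80 min at room temperature; remaining NADPH was read by diaphorase/resazurin fluorescence.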
TrxR1 substrate: qHTS Assay for Substrates of Mammalian Selenoprotein Thioredoxin Reductase 1 (TrxR1): qHTS; 0.01% of 390,000 active; AID 588456, 2011; purified TrxR1 substrate turnover, NADPH consumption readout; Potency, µM (highest dose often 114 µM), for inactives: at the highest dose activity change, negative = substrate turnover; also: potency is read from the fitted curve at half-maximal effect; % is scaled to controls: 0 for no effect and ±100 for the full control effect; nearly all actives have a fitted effect of over 50% in size
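Rat TrxR1, dispensed at 90 nM, was prereduced with 400 uM NADPH (final) for 5 min at ~22 deg C, then incubated with compound 15 min before 400 uM selenite. A first-read NADPH fluorescence drop versus no-compound background flagged substrates.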
* hit, by the source's call; u = inconclusive; x = not tested or not shown; & = joins results of further samples; [ ] = dose if it differs, or a comment. Unless noted, calls follow the shape of the dose curve; as a rule, active = well fitted curve in the direction sought with a large enough effect; inconclusive = small, poorly fitted or top-dose-only effect, or another doubt; inactive = no such curve, though single readings can be large; an effect the other way counts as inactive or inconclusive.

SMILES | Glioma ERSR ind | Vif-A3G inh | Vif-A3F inh | RXFP1 ag | USP1 inh | PI4K2A block | LDHA inh | IDH1 R132H inh | TrxR1 substrate
O=C(O)c1ccccc1NN=C1CCCCC1 | -3% | 0% | 12% | 1.2% | -14% | 5 | -7 | 15% | 14%[57.1 µM]
O=C(O)c1cc(NN=Nc2cccc([N+](=O)[O-])c2)cc([N+](=O)[O-])c1 | 17% | -4% | -9% | 4.1% | -19% | 0 | -3 | 8% | -18%
S=C(NCCCn1ccnc1)NC1CCCCC1 | 0% | -1% | 0% | 0.4% | -12% | -5 | -4 | 1% | -1%
CSc1ccc(CN2CCC2(C)C(=O)Nc2ccc3c(c2)OCO3)cc1 (configuration not stated) | 2% | -5% | x | x | x | 1 | 0 | x | x
COc1ccc(C(CNC(=O)c2cc3c(s2)CCCC3)N2CCOCC2)cc1 (configuration not stated) | 9% | -8% | 2% | -0.6% | -23% | -3 | -11 | 0% | -10%
O=C(NS(=O)(=O)c1ccccc1)c1cccc(Br)c1 | -1% | -7% | 2% | -0.9% | -19% | -1 | -12 | 13% | -13%
COc1ccccc1-c1noc2c1C(=O)N(Cc1cn(-c3ccc(Cl)cc3)nn1)CC2 | -4% | -1% | x | x | x | -6 | -1 | x | x
O=C(NCc1ccccn1)c1cccc(S(=O)(=O)Nc2ccc(SC(F)F)cc2)c1 | -2% | -4% | 10% | -0.7% | -23% | -7 | -9 | u | -2%
CCc1cc(-c2[nH]ncc2-c2ccc([N+](=O)[O-])cc2)c(O)cc1OC | -5% | -6% | -1% | 1.6% | -23% | 7 | -1 | u | 2%
COc1ccc(-c2onc(C)c2-c2cnn(-c3ccccc3)c2)c(O)c1 | 1% | -23% | 15% | -0.5% | -21% | -3 | 0 | 2% | -7%
CC(C(=O)OCC(=O)c1ccccc1)N1C(=O)C2C3CCC(C3)C2C1=O (configuration not stated) | -3% | 3% | -13% | 2.5% | -9% | -4 | -2 | -1% | -8%
Cc1cc(C)cc(N(CCC#N)C(=O)COC(=O)c2nc3nc(C)cc(C)n3n2)c1 | 0% | -7% | 2% | -0.1% | 6% | -1 | -5 | 2% | -3%
Cc1cc(NC(=O)C2CCCCC2)n(-c2nc3ccccc3[nH]2)n1 | -6% | -6% | -9% | 0.2% | -14% | -3 | -8 | 0% | -8%
CCOc1cccc(NC(=O)CSc2ncc(-c3ccccc3)[nH]2)c1 | 1% | 2% | 3% | -2.9% | -7% | 0 | 4 | 0% | -10%
Cn1c(NC(=O)c2ccc(F)c(F)c2)cc(=O)n(C)c1=O | -5% | -1% | -1% | 0.2% | -18% | 1 | -2&-2 | 9% | -3%
Cc1ccc(CC(=O)N2CCN(c3ccccc3F)CC2)cc1 | 5% | -1% | 0% | 2.6% | -21% | -3 | 2 | 1% | 5%
CCOC(=O)N1CCN(C(=O)Cn2ccc3c(OC)cccc3c2=O)CC1 | -1% | -5% | -5% | -1.6% | u | -1 | 1 | -12% | 2%[57.1 µM]
CCN(Cc1ccccc1)C(=O)c1cccc(S(=O)(=O)N2CCN(c3ccccc3)CC2)c1 | -2% | -1% | 6% | 1.7% | -9% | -4 | 1 | 0% | -4%
CCOC(=O)C1=C(C)NC(C)=C(C(=O)OCC)C1c1ccncc1 | -4% | 2% | -2% | x | -19% | -76* | 0 | 9% | x
CC1(c2ccccc2Cl)NC(=O)N(CC(=O)NCc2ccco2)C1=O (configuration not stated) | 5% | 1% | -8% | 1.5% | -18% | -1 | -4 | 5% | 0%[57.1 µM]
COc1ccc(-n2c3c(cc(-c4nc(-c5ccc(Cl)cc5)cs4)c2=O)C(=O)CC(C)(C)C3)cc1Cl | 0% | 0% | -12% | 0.4% | -5% | -1 | -13 | -14% | 2%
COc1ccc(N2CCN(C(=O)CSc3nnc(-c4cccnc4)n3-c3ccc(F)cc3)CC2)cc1 | -3% | 0% | 2% | 0.3% | -2% | -1 | -2 | 0% | 8%[57.1 µM]
Cc1cc2c(SCC(=O)NCC3CCCO3)ncnc2s1 (configuration not stated) | 4% | -4% | 3% | u | -12% | -20 | 3 | 11% | 3%
CCn1c(SCC(=O)N2CCCCC2)nc2c(c1=O)SC(C)C2 (configuration not stated) | -3% | -1% | 1% | 1.3% | -10% | -4 | -5 | -7% | -1%[57.1 µM]
COC(=O)N/N=C\c1c(C)[nH]n(-c2ccccc2)c1=O | 0% | 0% | 8% | 0.6% | -16% | -4 | 1 | 1% | -3%
COc1cc(C#Cc2c(-c3cncn3C)n(C)c3ccc(Br)cc23)cc(OC)c1 | -10% | -19% | 2% | x | u | 7 | 1 | 3% | 9%[57.1 µM]
CCc1nc2c(OCc3ccc(F)cc3)cccn2c1N(C)C(=O)CC(C)C | -5% | -2% | x | x | x | -8 | -6 | x | x
NS(=O)(=O)c1ccc(NC(=S)Nc2ccc(C(=O)N3CCCCC3)cc2)cc1 | -2% | 1% | -12% | -1.9% | -24% | -10 | -6 | -1% | -1%[57.1 µM]
Cc1cc(C)nc(/N=C2\NC(=O)CC(C(=O)O)N2c2ccc(Cl)cc2)n1 (configuration not stated) | -2% | -1% | -9% | -0.2% | -25% | -5 | 2&-8 | 4% | 2%
CCOc1ccc2nc(COC(=O)c3ccco3)c(C(C)=O)[n+]([O-])c2c1 | -4% | -1% | 1% | 3.2% | -26% | -1 | -2 | 2% | 12%[57.1 µM]

Of the compounds above, five contain fluorine.
SMILES | Glioma ERSR ind | Vif-A3G inh | Vif-A3F inh | RXFP1 ag | USP1 inh | PI4K2A block | LDHA inh | IDH1 R132H inh | TrxR1 substrate
O=C(NCc1ccccn1)c1cccc(S(=O)(=O)Nc2ccc(SC(F)F)cc2)c1 | -2% | -4% | 10% | -0.7% | -23% | -7 | -9 | u | -2%
Cn1c(NC(=O)c2ccc(F)c(F)c2)cc(=O)n(C)c1=O | -5% | -1% | -1% | 0.2% | -18% | 1 | -2&-2 | 9% | -3%
Cc1ccc(CC(=O)N2CCN(c3ccccc3F)CC2)cc1 | 5% | -1% | 0% | 2.6% | -21% | -3 | 2 | 1% | 5%
COc1ccc(N2CCN(C(=O)CSc3nnc(-c4cccnc4)n3-c3ccc(F)cc3)CC2)cc1 | -3% | 0% | 2% | 0.3% | -2% | -1 | -2 | 0% | 8%[57.1 µM]
CCc1nc2c(OCc3ccc(F)cc3)cccn2c1N(C)C(=O)CC(C)C | -5% | -2% | x | x | x | -8 | -6 | x | x

Additional compounds:
SMILES | Glioma ERSR ind | Vif-A3G inh | Vif-A3F inh | RXFP1 ag | USP1 inh | PI4K2A block | LDHA inh | IDH1 R132H inh | TrxR1 substrate
CCOc1ccc(NC(=O)CN(c2ccc(C)cc2)S(=O)(=O)c2cccs2)cc1 | 0% | 2% | 0% | -0.3% | -18% | 1 | -8 | -4% | 6%
CCn1c(=O)n(CC(=O)NCC2CCCO2)c(=O)c2c3c(sc21)CCCC3 (configuration not stated) | 0% | -1% | -9% | 20% | -17% | 0 | -1 | -2% | 3%
CC(C)Oc1cccc(C(=O)C2CCCN(C(=O)c3csnn3)C2)c1 (configuration not stated) | -5% | -3% | 13% | -0.3% | -12% | 2 | 1 | 2% | -2%
CCC1(c2ccc(Cl)cc2)NC(=O)N(Cc2ccc(C(=O)OC)cc2)C1=O (configuration not stated) | -5% | -2% | -3% | -0.5% | -15% | 1 | -3 | -2% | -8%
CCOc1ccc(NC(=S)Nc2cc(-c3ccccc3)[nH]n2)cc1 | 0% | -2% | 1% | -0.4% | -15% | 0 | 1 | 9% | -1%
COC(=O)c1ccc(COc2ccccc2/C=C(\C#N)C(=O)Nc2c(C)cccc2C)cc1 | u | u | u | 1.0% | -18% | 2 | 0 | 5% | 4%
CCCNC(=O)c1cc(-c2ccc3c(c2)OCO3)on1 | -6% | 1% | -1% | -0.4% | -19% | -3 | 4 | 19% | 13%
Cc1cc(C)c(C#N)c(SCC(O)COc2ccc(Br)cc2)n1 (configuration not stated) | -3% | 4% | 1% | -0.9% | -22% | -1 | 1 | 6% | 3%
O=C(c1cc2ccccc2c(=O)o1)N1CCCc2ccccc21 | 1% | 0% | 0% | 2.4% | -11% | -3 | -7 | 7% | 5%
CC(C)(C)OC(=O)NNC(=O)c1ccc(Cl)cc1 | 2% | 1% | -6% | -0.4% | -19% | -4 | -6 | 9% | 9%[57.1 µM]
c1ccc(C2Nc3ccccc3-c3nc4ccccc4n32)nc1 (configuration not stated) | -4% | 1% | -3% | 6.2% | -4% | -9 | -2 | 1% | 110%[activator]
COc1ccc(N2CCN(c3nc(-c4ccccc4F)nc4ccccc34)CC2)cc1 | -2% | 1% | 6% | -0.5% | u | 4 | 2 | 12% | 0%[57.1 µM]

Only part of the results is shown. The share of hits here may be higher or lower than overall.
